High-throughput results: PubChem BioAssay, Broad Institute
NSD2 inh – NSD2 histone methyltransferase inhibitors, primary screen, biochemical, AlphaScreen, single concentration, set 2; hit rate 0.54% among 310,000; NSD2 peptide methylation, 120 min; inhibition, % at 12.5 µM; in the data active = inhibition above about 50%
dFosB act – activators of delta FosB homodimer, primary screen, biochemical, fluorescence polarization, TAMRA-CDK5 oligo, single point | Protein FosB (Mus musculus), P13346 | purified delta FosB; percent of positive-control signal above neutral wells | activation, % at 25 µM | hit rate 0.99% among 340,000 | AID 493131, 2011;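 active = mean activation above about 17%, with every replicate also reaching it, limit read from the data, passing the limit was not always enough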;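 also: fluorescence polarization rise as delta FosB binds a TAMRA Cdk5 AP-1 oligo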
Target sequence (P13346 whole entry, looked up): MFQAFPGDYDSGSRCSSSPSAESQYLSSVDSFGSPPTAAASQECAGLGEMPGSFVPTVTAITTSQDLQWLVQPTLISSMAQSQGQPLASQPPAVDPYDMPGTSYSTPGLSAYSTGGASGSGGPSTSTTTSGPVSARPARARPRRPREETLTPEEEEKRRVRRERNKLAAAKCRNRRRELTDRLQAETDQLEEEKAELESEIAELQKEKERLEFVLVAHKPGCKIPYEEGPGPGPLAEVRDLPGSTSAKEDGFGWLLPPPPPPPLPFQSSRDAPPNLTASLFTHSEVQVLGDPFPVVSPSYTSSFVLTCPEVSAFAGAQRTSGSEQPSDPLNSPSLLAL
SR-BI DiI inh – inhibitors of SR-BI mediated HDL lipid uptake, primary screen, ldlA[mSR-BI] cells, fluorescence, single point | Scavenger receptor class B member 1 (Mus musculus), Q61009 | ldlA[mSR-BI] CHO cells, DiI-HDL uptake fluorescence, 3 h | inhibition, % at 12.5 µM | hit rate 0.96% among 320,000 | AID 488896, 2010;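 active = mean replicate inhibition of at least 70% and a set share of replicates each scoring 70 or more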;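 also: 0% = median of neutral control wells and 100% = median of positive control wells; values of inactives mirror those of a sister screen read the other way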
PvdQ acylase – P. aeruginosa PvdQ acylase inhibitors, primary screen, biochemical, fluorescence, plate reader and imaging, single point; hit rate 0.063% among 340,000; purified PvdQ acylase; PvdQ acylase [Pseudomonas aeruginosa LESB58]; inhibition, % at 10 µM; in the data active = inhibition above about 30%, passing the limit was not always enough;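 also: 0% = vehicle neutral wells and 100% = reference inhibitor wells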
PfHsp90 set2 – growth inhibition of PfHsp90-expressing yeast, primary screen, antimalarial PfHsp90 inhibitor project, S. cerevisiae, BacTiter-Glo luminescence, single point, set 2. BacTiter-Glo ATP, 48 h; yeast lacking PDR1 and PDR3 efflux regulators. inhibition, % at 9.4 µM. hit rate 0.32% among 310,000. AID 504621, 2011;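 active = every replicate shows inhibition above about 80%, whatever the replicate mean, limit read from the data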;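 also: 0% = DMSO neutral controls and 100% = 20 µM radicicol positive controls; yeast relying on Plasmodium falciparum Hsp90 in place of its own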
SR-BI uptake up – activators of SR-BI mediated DiI-HDL uptake, primary screen, ldlA[mSR-BI] CHO cells, DiI fluorescence. 3 h; 100 = double the neutral-control signal. activation, % at 12.5 µM. hit rate 0.096% among 320,000. AID 504775, 2011;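 active = mean replicate activation of at least 60% and every replicate at or above 60%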;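 also: 0% = median plate neutral-control signal and 100% = twice that signal; values of inactives mirror those of a sister screen read the other way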
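material = CHO ldlA[mSR-BI] cells | medium = Ham's F12 with 0.5% BSA, HEPES 25 mM, pH 7.4 | reagent = fluorescent DiI-HDL, 10 µg/mL final | compound dosing = single-point compound dose | incubation = 3 h, 37 °C | measured by = bottom-read fluorescence, 550/595 nm | measure = HDL uptake via cellular fluorescence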
CAL PDZ FP-1 – CAL PDZ peptide-binding inhibitors, primary screen, biochemical, fluorescence polarization, Cer-tagged CAL PDZ, HTS. purified CAL PDZ, TMR-peptide fluorescence polarization, 1 h. inhibition, % at 20 µM. hit rate 0.02% among 330,000. AID 504414, 2011;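 active = highest replicate inhibition of at least 40%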;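 also: plate controls were DMSO neutral control wells for no effect and unlabeled competitor peptide control wells for full effect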
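Material – purified CerCALP PDZ construct · Detection – FP readout, S and P plane fluorescence · Measure – percent inhibition from loss of millipolarization · Controls – unlabelled peptide for full inhibition, DMSO wells as neutral · Probe or stimulus – TMR-labelled reporter peptide T*-PRC34 bound in PDZ groove · Times – 1 h at RT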
Rtt109 Vps75 – inhibitors of C. albicans Rtt109/Vps75 HAT, primary screen, biochemical, ThioGlo CoA-SH fluorescence, plate reader | purified Rtt109/Vps75, 4 h | inhibition, % at 34.9 µM | hit rate 0.16% among 330,000;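 active = inhibition of at least 50% in every replicate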
Target sequence (Q5AAJ8 whole entry, looked up): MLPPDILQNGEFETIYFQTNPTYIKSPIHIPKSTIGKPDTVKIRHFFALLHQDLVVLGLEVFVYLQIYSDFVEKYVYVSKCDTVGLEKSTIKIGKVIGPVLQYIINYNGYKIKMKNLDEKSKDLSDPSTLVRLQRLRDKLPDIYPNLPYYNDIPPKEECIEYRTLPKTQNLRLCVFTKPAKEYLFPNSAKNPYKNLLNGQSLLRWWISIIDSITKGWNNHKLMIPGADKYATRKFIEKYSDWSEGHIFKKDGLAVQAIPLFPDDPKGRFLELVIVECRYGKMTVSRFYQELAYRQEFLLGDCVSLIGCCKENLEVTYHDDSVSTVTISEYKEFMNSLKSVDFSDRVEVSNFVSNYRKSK
CAL PDZ FP-2 – untagged CAL PDZ binding inhibitors, primary screen, biochemical, fluorescence polarization, HTS; hit rate 0.92% among 300,000; inhibition, % at 24.9 µM; purified CAL PDZ, TMR-peptide fluorescence polarization, 1 h; AID 602252, 2012;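 active = mean inhibition of at least 30% with at least half of replicates also reaching 30%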;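 also: 0% = DMSO neutral control and 100% = excess unlabeled competitor peptide PRC23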
MITF TRPM1 HTS – activators of MITF-driven TRPM1 promoter reporter, primary screen, cell-based, SK-MEL-5, luciferase, single point; SK-MEL-5 TRPM1-promoter luciferase, 24 h; % of positive control, neutral wells = 0; activation, % at 12.5 µM; hit rate 0.75% among 300,000; AID 588334, 2011;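 active = mean activation of at least 80% with every replicate also reaching 80%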;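 also: 0% = neutral control wells and 100% = parthenolide positive control wells; values of inactives mirror those of a sister screen read the other way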
* = called active by the depositor.

CCN(CC)CCN1C(=O)C(O)=C(C(=O)c2cc3ccccc3o2)C1c1cccnc1 (stereo unspecified) was read as NSD2 inh 5, dFosB act -2, SR-BI DiI inh -12, PvdQ acylase -10, PfHsp90 set2 19, SR-BI uptake up 12, CAL PDZ FP-1 -1.1 and Rtt109 Vps75 14.
`O=C(CCC(=O)Nc1cccc([N+](=O)[O-])c1)N/N=C/c1cccs1` gave NSD2 inh -6, dFosB act -5, SR-BI DiI inh 2, PvdQ acylase -2, PfHsp90 set2 11, SR-BI uptake up -2, CAL PDZ FP-1 -2.9, Rtt109 Vps75 -1, CAL PDZ FP-2 1 and MITF TRPM1 HTS 6.
Screening C=CCn1c(=O)c2ccc(C(=O)NCc3ccccc3)cc2n(Cc2ccccc2Cl)c1=O returned NSD2 inh 1, dFosB act -1, SR-BI DiI inh -11, PvdQ acylase 2, PfHsp90 set2 -11, SR-BI uptake up 11, CAL PDZ FP-1 -0.4, Rtt109 Vps75 7, CAL PDZ FP-2 -2 and MITF TRPM1 HTS -9.
Screening C=CCn1c(SCC(=O)N2CCCCC2)nc(O)cc1=O returned NSD2 inh 0, dFosB act -6, SR-BI DiI inh 15, PvdQ acylase -7, PfHsp90 set2 6, SR-BI uptake up -15, CAL PDZ FP-1 -3.1, CAL PDZ FP-2 -4 and MITF TRPM1 HTS 8.
`COC(=O)C1C(c2ccc(OC)c(OC)c2)NC(c2ccc(OC)c(OC)c2)C(C(=O)OC)S1(=O)=O` (stereo unspecified) gave NSD2 inh -1, dFosB act -5, SR-BI DiI inh 8, PvdQ acylase 0, PfHsp90 set2 3, SR-BI uptake up -8, CAL PDZ FP-1 -1.5, Rtt109 Vps75 30, CAL PDZ FP-2 -3 and MITF TRPM1 HTS -10.
Screening COc1ccc(NS(=O)(=O)c2ccc(NC(=S)NC(=O)c3ccc(Br)cc3)cc2)nn1 returned NSD2 inh 6, dFosB act 4, SR-BI DiI inh -8, PvdQ acylase -1, PfHsp90 set2 -2, SR-BI uptake up 8, CAL PDZ FP-1 -1.1, Rtt109 Vps75 12, CAL PDZ FP-2 -4 and MITF TRPM1 HTS -1.
`Cc1ccc(NC(=O)CCC(=O)NNC(=O)c2cccc([N+](=O)[O-])c2)cc1C` gave NSD2 inh -1, dFosB act 3, SR-BI DiI inh -1, PvdQ acylase 11, PfHsp90 set2 8, SR-BI uptake up 1, CAL PDZ FP-1 -1.3, Rtt109 Vps75 1 and MITF TRPM1 HTS -15.
Screening CCC1([N+](=O)[O-])COC(C=Cc2ccccc2)OC1 (stereo unspecified) returned NSD2 inh -1, dFosB act -2, SR-BI DiI inh -7, PvdQ acylase -10, PfHsp90 set2 4, SR-BI uptake up 7, CAL PDZ FP-1 -0.1, Rtt109 Vps75 -7, CAL PDZ FP-2 1 and MITF TRPM1 HTS 21.
O=C(c1ccc(NS(=O)(=O)c2ccc(Cl)cc2)cc1)N1CCOCC1 was read as NSD2 inh -2, dFosB act -4, SR-BI DiI inh -13, PvdQ acylase -6, PfHsp90 set2 -25, SR-BI uptake up 13, CAL PDZ FP-1 0.0, Rtt109 Vps75 8, CAL PDZ FP-2 11 and MITF TRPM1 HTS 10.
For CCC(=O)N(C)CCc1cc2c(c(OC)c1/C=N/NC(=O)c1ccc(Br)cc1)OCO2 the results were NSD2 inh 3, dFosB act -15, SR-BI DiI inh 22, PvdQ acylase -23, PfHsp90 set2 22, SR-BI uptake up -22, CAL PDZ FP-1 -3.9, Rtt109 Vps75 -12, CAL PDZ FP-2 -2 and MITF TRPM1 HTS 7.
COc1ccc2cc3cc(C(=O)NCCN4CCc5ccccc5C4)sc3nc2c1 was read as NSD2 inh 0, dFosB act -18, SR-BI DiI inh -8, PvdQ acylase -15, PfHsp90 set2 -30, SR-BI uptake up 8, CAL PDZ FP-1 -4.4, Rtt109 Vps75 -2, CAL PDZ FP-2 -2 and MITF TRPM1 HTS 6.
For O=C(NC(C(=O)N/N=C/c1ccccn1)c1n[nH]c(=O)c2ccccc12)c1ccccc1 (stereo unspecified) the results were dFosB act -7, PvdQ acylase -17, PfHsp90 set2 1, CAL PDZ FP-1 -2.7, Rtt109 Vps75 8, CAL PDZ FP-2 13 and MITF TRPM1 HTS 6.
For CC(=O)Nc1cccc(C(=O)Nc2nc(C)cs2)c1 the results were NSD2 inh -3, dFosB act -5, SR-BI DiI inh 1, PvdQ acylase -4, PfHsp90 set2 9, SR-BI uptake up -1, CAL PDZ FP-1 -2.2, Rtt109 Vps75 1, CAL PDZ FP-2 1 and MITF TRPM1 HTS 4.
For COc1ccccc1NC(=O)C1CCN(C(=O)c2ccc(C(C)(C)C)cc2)CC1 the results were NSD2 inh 0, dFosB act -13, SR-BI DiI inh 19, PvdQ acylase 0, PfHsp90 set2 -10, SR-BI uptake up -19, CAL PDZ FP-1 -0.1, Rtt109 Vps75 19, CAL PDZ FP-2 -5 and MITF TRPM1 HTS -1.
COc1ccc(NC(=O)CCC(=O)Nc2nnc(C(C)C)s2)cc1Cl was read as NSD2 inh -7, dFosB act -4, SR-BI DiI inh 10, PvdQ acylase 8, PfHsp90 set2 -5, SR-BI uptake up -10, CAL PDZ FP-1 -2.2, Rtt109 Vps75 -1, CAL PDZ FP-2 2 and MITF TRPM1 HTS 7.
C=CC[C@@H](CC(=O)N[C@H](CO)Cc1ccccc1)C(=O)NCCOC(=O)[C@@H](CC=C)CC(=O)OC(C)(C)C was read as dFosB act -9, SR-BI DiI inh -21, PvdQ acylase -11, PfHsp90 set2 -9, SR-BI uptake up 21, CAL PDZ FP-1 0.5, Rtt109 Vps75 15, CAL PDZ FP-2 -2 and MITF TRPM1 HTS 0.
Screening CCOC(=O)N1CCC(NCCNC(=O)c2cccs2)CC1 returned NSD2 inh -1, dFosB act -3, SR-BI DiI inh 0, PvdQ acylase -3, PfHsp90 set2 -27, SR-BI uptake up 0, CAL PDZ FP-1 -0.3, Rtt109 Vps75 -4, CAL PDZ FP-2 -1 and MITF TRPM1 HTS 2.
For CCCC1C(=O)N(Cc2ccccc2)C(=O)CC1C (stereo unspecified) the results were NSD2 inh 0, dFosB act 1, SR-BI DiI inh -10, PvdQ acylase -2, PfHsp90 set2 1, SR-BI uptake up 10, CAL PDZ FP-1 0.1, Rtt109 Vps75 -11, CAL PDZ FP-2 0 and MITF TRPM1 HTS 1.
Screening COc1ccc(Oc2nc(-c3ccccc3)ncc2S(=O)(=O)c2ccccc2)cc1 returned NSD2 inh -1, dFosB act -3, SR-BI DiI inh 26, PvdQ acylase -9, PfHsp90 set2 -43, SR-BI uptake up -26, CAL PDZ FP-1 0.1, Rtt109 Vps75 10, CAL PDZ FP-2 1 and MITF TRPM1 HTS 5.
COc1cc(-c2nc3ccc4ccccc4c3c3c2CCC3)ccc1O was read as NSD2 inh 1, dFosB act -11, SR-BI DiI inh 38, PvdQ acylase -6, PfHsp90 set2 -3, SR-BI uptake up -38, CAL PDZ FP-1 -0.3, Rtt109 Vps75 -1, CAL PDZ FP-2 -1 and MITF TRPM1 HTS 4.
`CC(=O)Nc1ccc(Oc2ccc(NC(C)=O)c(NC(C)=O)c2)cc1` gave NSD2 inh 2, dFosB act -3, SR-BI DiI inh -1, PvdQ acylase -14, PfHsp90 set2 -47, SR-BI uptake up 1, CAL PDZ FP-1 -2.1, Rtt109 Vps75 -14, CAL PDZ FP-2 -3 and MITF TRPM1 HTS 0.
Screening CCCn1nc(CC(=O)O)c2ccccc2c1=O returned NSD2 inh 13, dFosB act -4, SR-BI DiI inh -53, PvdQ acylase -7, PfHsp90 set2 -4, SR-BI uptake up 53, CAL PDZ FP-1 0.2 and Rtt109 Vps75 -13.
For Cc1ccc(CN(CC(=O)N/N=C/c2ccco2)S(=O)(=O)c2ccc(C)cc2)cc1 the results were NSD2 inh 2, dFosB act -8, SR-BI DiI inh -4, PvdQ acylase 5, PfHsp90 set2 -28, SR-BI uptake up 4, CAL PDZ FP-1 -0.7, Rtt109 Vps75 2, CAL PDZ FP-2 -5 and MITF TRPM1 HTS 1.
For Cc1cc(NC(=O)c2ccccc2F)ncc1NC(=O)c1cccs1 the results were dFosB act -6, SR-BI DiI inh 9, PvdQ acylase -6, SR-BI uptake up -9, CAL PDZ FP-1 -3.2, Rtt109 Vps75 2, CAL PDZ FP-2 -4 and MITF TRPM1 HTS 58.
For CC1OC2C(OC1C)N(S(C)(=O)=O)CCN2S(C)(=O)=O (stereo unspecified) the results were NSD2 inh 4, dFosB act 2, SR-BI DiI inh 12, PvdQ acylase 6, PfHsp90 set2 13, SR-BI uptake up -12, CAL PDZ FP-1 -1.6, Rtt109 Vps75 30 and MITF TRPM1 HTS 3.
Screening COc1cccc(NC(=O)NCc2ccccn2)c1 returned NSD2 inh -1, dFosB act 0, SR-BI DiI inh -2, PvdQ acylase 6, PfHsp90 set2 -3, SR-BI uptake up 2, CAL PDZ FP-1 0.6, Rtt109 Vps75 6, CAL PDZ FP-2 -2 and MITF TRPM1 HTS 3.
`COc1ccc(C(=O)OCC(=O)NC(=O)NC(C)C)cc1OC` gave NSD2 inh -1, dFosB act -8, SR-BI DiI inh 9, PvdQ acylase 12, PfHsp90 set2 27, SR-BI uptake up -9, CAL PDZ FP-1 0.2, CAL PDZ FP-2 5 and MITF TRPM1 HTS 6.
Screening COc1ccc(NC(=O)CSCC(=O)NCc2ccco2)cc1 returned NSD2 inh 0, dFosB act -1, SR-BI DiI inh -21, PvdQ acylase -11, PfHsp90 set2 4, SR-BI uptake up 21, CAL PDZ FP-1 -2.0, Rtt109 Vps75 1, CAL PDZ FP-2 1 and MITF TRPM1 HTS -8.
CCOc1ccc(N(CC(=O)NCc2ccco2)S(=O)(=O)c2ccc(OC)c(OC)c2)cc1 was read as NSD2 inh -3, dFosB act 1, SR-BI DiI inh -4, PvdQ acylase -6, PfHsp90 set2 8, SR-BI uptake up 4, CAL PDZ FP-1 -1.5, Rtt109 Vps75 -8, CAL PDZ FP-2 1 and MITF TRPM1 HTS 3.
